# Screening results from PubChem.
# PP1 counter: PP1-alpha phosphatase inhibitors, primary screen, counter-screen for PP5 inhibitor project, biochemical, fluorescence, OMFP substrate, single point; 320,000 tested, 0.9% active; purified PP1alpha; inhibition, % at 6.7 µM; Serine/threonine-protein phosphatase PP1-alpha catalytic subunit (Homo sapiens), P62136;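 active = inhibition above the mean inhibition of all tested compounds plus 3 SD, computed separately for each screening campaign, cut at about 15% in these data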
# Target sequence (P62136 whole entry, looked up): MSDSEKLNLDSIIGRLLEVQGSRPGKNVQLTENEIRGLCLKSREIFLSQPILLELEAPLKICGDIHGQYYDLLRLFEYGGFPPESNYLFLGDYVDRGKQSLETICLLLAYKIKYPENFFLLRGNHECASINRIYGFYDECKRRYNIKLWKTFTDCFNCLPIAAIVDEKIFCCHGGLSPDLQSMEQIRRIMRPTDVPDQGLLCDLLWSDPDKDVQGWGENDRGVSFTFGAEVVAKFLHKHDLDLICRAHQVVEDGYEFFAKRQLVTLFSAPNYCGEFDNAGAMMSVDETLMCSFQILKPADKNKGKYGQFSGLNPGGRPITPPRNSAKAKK
# TPT1 inh: Candida albicans TPT1 enzyme inhibitors, primary screen, biochemical, fluorescence polarization | tRNA 2'-phosphotransferase TPT1 (Candida albicans SC5314) | recombinant caTPT1, FP RNA substrate dephosphorylation | inhibition, % at 5 µM | 300,000 tested, 0.81% active | AID 1962, 2009;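 active = inhibition above the mean of all tested compounds plus 3 SD, set per screening campaign, cut at about 24% in these data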;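 note: plate controls were DMSO alone for no effect and ferristatin control at 100 nM for full effect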
# Efflux pump inh: inhibitors of Candida efflux pumps in yeast, primary screen, S. cerevisiae, Nile Red, multiplex | S. cerevisiae Candida pump triplex | inhibition, % at 10 µM | 330,000 tested, 0.44% active;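 active = plate passing quality check with inhibition over a set limit, or well fluorescence over plate mean plus 4 SD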;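 note: Nile Red retained in pooled yeast measured as flow cytometry median fluorescence; 0% = buffer negative control and 100% = Enniatin B positive control; higher means more Nile Red kept so more efflux inhibition; some compounds called inactive have numbers as strong as hits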
# LYPLA2 counter: LYPLA2 inhibitors, primary screen, counter-screen for PME1 inhibitor project, biochemical, fluorescence polarization, FP-Rh probe ABPP | 320,000 tested, 0.38% active | inhibition, % at 5.9 µM | recombinant LYPLA2 | AID 2177, 2009 | Acyl-protein thioesterase 2 (Homo sapiens), O95372;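 active = inhibition above the screen-wide mean plus 3 SD, limit set per campaign, cut at about 26% in these data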;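 note: 0% = LYPLA2 with DMSO and 100% = wells lacking LYPLA2 enzyme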
# Target sequence (O95372 whole entry, looked up): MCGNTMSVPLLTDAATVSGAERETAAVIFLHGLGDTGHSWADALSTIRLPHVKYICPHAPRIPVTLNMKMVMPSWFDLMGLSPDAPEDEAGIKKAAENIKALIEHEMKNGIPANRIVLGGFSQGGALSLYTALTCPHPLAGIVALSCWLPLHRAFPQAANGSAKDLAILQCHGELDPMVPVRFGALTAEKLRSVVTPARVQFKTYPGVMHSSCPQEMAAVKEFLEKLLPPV
# CTSL1 counter: Fasciola hepatica cathepsin L1 inhibitors, primary screen, counter-screen for PFM18AAP inhibitor project, biochemical, QFRET, fluorogenic peptide substrate; recombinant F. hepatica cathepsin L1, Z-Leu-Arg-MCA fluorescence; inhibition, % at 5.96 µM; 300,000 tested, 0.49% active; AID 1906, 2009;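 active = inhibition above the mean of all tested compounds plus 3 SD, set per screening campaign, cut at about 17% in these data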;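 note: 0% = plate median of test compound wells and 100% = 1 µM Z-Phe-Ala-diazomethylketone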
# PP5 primary: PP5 phosphatase inhibitors, primary screen, biochemical, fluorescence | Serine/threonine-protein phosphatase 5 (Homo sapiens), P53041 | purified PP5c, OMFP substrate fluorescence | inhibition, % at 6.7 µM | 320,000 tested, 0.18% active | AID 1987, 2009;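 active = inhibition above the campaign's mean inhibition across all tested compounds plus 3 SD, cut at about 9.5% in these data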;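 note: 0% = DMSO only and 100% = 100 µM cantharidin control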
# core dimer inh: inhibitors of HCV core protein dimerization, primary screen, biochemical, TR-FRET, high-throughput. TR-FRET GST/Flag-core106 dimerization, 1536-well. inhibition, % at 5 µM. 300,000 tested, 0.33% active. AID 1899, 2009;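 active = inhibition above the mean of all tested compounds plus 3 SD, set per screening campaign, cut at about 45% in these data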
#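 test system = GST/Flag-tagged HCV core106 proteins | probe or stimulus = Eu donor and XL665 acceptor anti-tag antibodies | times = compound-protein-antibody incubation 4 h at 22.5 °C | signal = TR-FRET, excitation 340 nm, emission 617 and 671 nm | measure = percent inhibition of core106 dimerization signal | controls = wells lacking GST-core106 and wells with excess unlabelled core106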
# PREPL inhibitor: PREPL enzyme inhibitors, primary screen, biochemical, fluorescence polarization. Prolyl endopeptidase-like (Homo sapiens), Q4J6C6. recombinant PREPL, fluorescence polarization activity-based probe. inhibition, % at 5.96 µM. 320,000 tested, 0.68% active; in the data active = inhibition above about 43%;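 note: 0% = enzyme with DMSO and 100% = wells lacking enzyme; many of its hits are not listed in these tables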
# JMJD2C inh: inhibitors of GASC-1 histone demethylase, primary screen, biochemical, fluorescence, DELFIA europium; Lysine-specific demethylase 4C (Homo sapiens), Q9H3R0; inhibition, % at 2.35 µM; 330,000 tested, 0.069% active; GST-JMJD2C(1-420) H3K9me3 demethylation; AID 2099, 2009;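 active = more than half of a compound's replicate wells show inhibition beyond 50%, single wells judged on their own value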;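 note: signal counts dimethyl H3K9 product captured on neutravidin plate; 0% = median of DMSO wells and 100% = 0.3 times that DMSO median; strong numbers were not always called active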
# Target sequence (Q9H3R0 1-420 limits assumed): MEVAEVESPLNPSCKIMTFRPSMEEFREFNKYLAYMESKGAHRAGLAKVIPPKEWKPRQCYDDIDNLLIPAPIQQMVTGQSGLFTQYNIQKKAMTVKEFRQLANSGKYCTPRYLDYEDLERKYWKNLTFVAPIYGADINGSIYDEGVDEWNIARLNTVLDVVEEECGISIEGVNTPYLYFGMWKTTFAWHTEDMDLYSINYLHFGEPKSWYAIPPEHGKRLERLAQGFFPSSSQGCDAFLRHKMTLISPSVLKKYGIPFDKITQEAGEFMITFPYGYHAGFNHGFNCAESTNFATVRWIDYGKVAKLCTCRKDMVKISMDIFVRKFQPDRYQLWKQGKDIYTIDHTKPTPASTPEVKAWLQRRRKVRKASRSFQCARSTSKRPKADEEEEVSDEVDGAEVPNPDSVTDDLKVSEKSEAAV
# Starred values were filed as active, the others as inactive; nt = no result given. Not all compounds are listed; count on the stated rates, not on these rows.
SMILES,PP1 counter,TPT1 inh,Efflux pump inh,LYPLA2 counter,CTSL1 counter,PP5 primary,core dimer inh,PREPL inhibitor,JMJD2C inh
COc1ccc(OCC(O)CNC(=O)c2ccc(OC)cc2)cc1 (configuration not stated),-4,-3,0.2,0,1,1.6,-5,3,-5
Cc1nn(CC(=O)NC(C)c2ccccc2)c(=O)c2ccccc12 (configuration not stated),-4,0,0.0,6,-1,-1.8,1,-5,3
O=C(CC1C(=O)NCCN1Cc1cccc(F)c1)NCCCN1CCCC1=O (configuration not stated),0,-6,0.0,3,-1,4.3,-9,-2,-8
O=C(COC(=O)C12CC3CC(CC(Br)(C3)C1)C2)Nc1ccc2[nH]c(=O)[nH]c2c1,11,-4,0.2,6,3,1.4,-12,31,-13
O=C(Nc1cnn(C23CC4CC(CC(C4)C2)C3)c1)c1cnn2cccnc12,-3,-3,0.0,-4,-7,1.1,3,-2,4
CCCCn1c(N)c(N(CC(C)C)C(=O)c2cc(Cl)nc3ccccc23)c(=O)[nH]c1=O,-3,0,-0.1,2,3,2.5,1,0,-9
CCc1ccccc1NC(=O)NCc1cccnc1,-6,-3,2.2,8,2,-0.1,-2,13,18
C=CCN(C(=O)CCC(=O)Nc1cc(C)on1)C(C(=O)NC1CCCC1)c1ccc(OC)c(OC)c1 (configuration not stated),-3,0,-0.3,-5,1,-1.1,-1,-1,-1
CCc1ccc(S(=O)(=O)Nc2cc3c(cc2N2CCCCC2)n(C)c(=O)c(=O)n3C)cc1,-5,3,0.3,-9,-2,-3.3,8,31,18
NNC(=O)c1nn(-c2ccc(Cl)cc2)cc1O,4,3,0.1,-4,-3,-0.8,-1,20,16
O=C(CN1CCN(Cc2ccc(Cl)cc2)CC1)N/N=C/c1cccc(F)c1,-5,2,0.4,-5,3,0.1,-4,1,-15
CCc1cc(-c2n[nH]c(C)c2Oc2ccc(C(C)C)cc2)c(O)cc1O,-5,-5,-0.1,12,4,8.3,-2,23,-16
Cc1c(O)c2cccnc2[nH]c1=O,2,0,0.6,-3,-1,-0.7,-11,13,4
CCCCNC(=O)C1CC(=O)N(CCc2ccccc2)C1 (configuration not stated),0,-3,-0.2,10,-3,3.9,-4,-10,2
CCc1ccccc1NC(=O)C1=CC(c2ccc(OC)c(OC)c2)=NS(=O)(=O)N1C,0,0,0.0,1,6,1.6,-3,13,20
COc1ccc(C2/C=C\CN(S(=O)(=O)c3ccc4ccccc4c3)CC(=O)N2Cc2ccc(F)cc2)cc1 (configuration not stated),4,1,0.0,-11,-2,1.9,19,-11,5
Cc1sc2nc(SCC(=O)NCCCO)n(-c3ccccc3)c(=O)c2c1C,0,-1,-0.2,4,3,0.3,-5,11,2
COc1ccc(NC(=O)CNC(=O)c2nn(-c3ccc(OC)cc3OC)c(=O)c3ccccc23)c(OC)c1,0,0,0.8,-5,0,-1.9,6,8,5
Cc1ccc(NC(=O)C(C)Sc2nnc(C3CC3)n2C2CC2)cc1S(=O)(=O)N1CCOCC1 (configuration not stated),0,nt,0.3,4,nt,0.2,nt,6,2
CCOC(=O)C1CCN(Cc2ccc(O)c3ncccc23)CC1,10,1,-0.1,-1,3,1.1,-4,17,11
O=C(COC(=O)C1=COCCO1)Nc1ccccc1OC(F)F,-2,3,-0.1,2,-2,1.6,-4,-8,-8
COc1ccccc1C(=O)N1CCCC1(C#N)c1ccccc1 (configuration not stated),-1,-4,-0.1,-8,0,0.3,-2,7,-5
CC(=O)CSc1nc(C(F)(F)F)cc(=O)n1-c1ccccc1,-1,0,0.0,-5,1,-0.6,-1,18,5
COC(=O)c1cc(C(=O)OC)n(Cc2ccc(F)cc2)c1C,-2,2,0.1,-8,-1,0.0,1,-3,-10
O=C(COc1ccc(S(=O)(=O)N2CCOCC2)cc1Cl)NCCCn1ccnc1,-2,-1,-0.1,8,0,-1.3,0,0,1
COc1ccc(C(=O)/C=C2/Sc3cc4c(cc3N2C)OCO4)cc1,1,0,0.0,3,1,-2.7,-20,-2,0
CCOC(=O)c1c(C)c(C(=O)NCCN2CCOCC2)c(C)n1C,-5,0,-0.3,2,-1,2.6,-6,8,3
Cc1cc(NS(=O)(=O)c2ccc(NC(=S)NC(=O)c3ccccc3)cc2)no1,1,2,4.9,-6,-2,3.2,6,-6,3
CCC(=O)Nc1nc2ccccc2n1CCN1CCOCC1,-6,-1,-0.1,0,3,-1.5,-2,-5,11
O=C1C2C3C=CC(C3)C2C(=O)N1c1cccc(N2C(=O)C3C4C=CC(C4)C3C2=O)n1 (configuration not stated),-1,0,-0.1,2,3,1.0,0,4,0
Cc1cc(NC(=O)CN2C(=O)[C@@H]3[C@H](C2=O)[C@@H]2C[C@H]3C(Br)C2Br)no1 (some centres not stated),-3,-2,-0.1,2,3,2.9,3,1,-22
CN(CC(=O)Nn1cnnc1)S(=O)(=O)c1ccccc1,-2,1,0.1,-2,-2,2.3,-3,6,-1
Cc1cccc(C(=O)Oc2ccc(/C=N/NC(=O)c3ccncc3)cc2)c1,1,-1,0.3,1,-3,-1.2,6,13,-1
COCC(=O)Nc1sc2c(c1C(=O)OC)CCC(C)C2 (configuration not stated),4,-3,0.0,5,3,2.8,1,1,9
COC(=O)c1cc(-c2ccc(Cl)cc2)n[nH]1,-4,1,-0.1,1,2,3.3,-11,2,7
O=c1cc(CN2CCCCC2)nc(C2CC2)[nH]1,0,-1,-0.2,1,3,1.1,2,6,2
Cc1ccc(C(=O)/C=C/c2ccc3ncccc3c2)cc1,0,1,-0.1,5,0,3.0,1,-7,138
COc1ccc(CCNC(=S)N(C)C)cc1OC,-2,0,0.3,-3,-4,-0.7,1,22,-1
CC(NC(=O)CSc1nc2ccccc2n1CCC#N)c1ccc(F)cc1 (configuration not stated),-2,7,0.0,2,-2,0.7,-2,8,-9
CC(=O)Nc1c2c(nn1-c1cccc(Cl)c1)CS(=O)(=O)C2,2,-6,0.1,5,1,0.9,-5,11,4
Cn1ccnc1SCC(=O)Nc1cccc(C(F)(F)F)c1,0,-4,-0.1,9,-4,1.2,-5,-4,1
Cc1cc(=O)n2c(sc3ccccc32)c1C#N,8,3,0.1,3,-4,-2.2,-1,8,0
CCN1C=CC2=C(C#N)C(N)C(C#N)(C#N)C(c3ccccc3C(F)(F)F)C2C1 (configuration not stated),-1,-30,-0.1,9,1,4.2,-3,5,2
CCOC(=O)Cn1nc2sc3ccccc3n2c(=O)c1=O,-6,4,0.0,-2,2,2.3,4,3,5
O=C(CCS(=O)(=O)c1cccc2nonc12)Nc1cccc2c1CCCC2,2,-2,0.0,7,-1,-1.3,8,0,2
Cc1nn(Cc2ccc(Cl)cc2Cl)c(C)c1NC(=O)c1ccc(COc2cc(Cl)ccc2Cl)o1,12,-5,0.0,-17,2,2.6,5,-8,8
COCCCNC(=O)Cn1c(=O)n(Cc2ccc(C(=O)NCCc3ccc(OC)c(OC)c3)cc2)c(=O)c2ccccc21,0,-1,0.1,5,-4,-1.6,-5,3,-14
COc1ccc(CN(C)C(=O)c2ccc(NS(=O)(=O)c3ccc(C)c([N+](=O)[O-])c3)cc2)c(OC)c1OC,0,-6,0.1,4,3,3.1,6,14,-8
COc1ccc2c(-c3ccccc3)cc3nnnn3c2c1,2,-2,0.0,2,2,0.5,-4,3,6
O=C(Cc1ccc([N+](=O)[O-])cc1)N1CCCCCC1,-2,-2,0.0,6,0,0.7,8,5,-8
O=C(CC(c1ccccc1)c1cc(Cl)ccc1O)NCCN1CCOCC1 (configuration not stated),-1,-2,0.0,1,1,0.0,-1,5,12
CC(C)(C)n1nc2c(c1NC(=O)c1ccc([N+](=O)[O-])cc1)CS(=O)(=O)C2,1,1,0.0,-1,-3,0.9,-4,3,0
Cc1ccc2nc3c(cc(C(=O)NCC4CCCO4)c(=N)n3CCCOC(C)C)c(=O)n2c1 (configuration not stated),1,-3,-0.2,8,5,3.1,3,27,-4
CCOc1cc(/C=N/Nc2nc(-c3cccc(S(=O)(=O)N4CCCC4)c3)cs2)ccc1O,1,-1,-0.5,0,4,-1.1,22,20,9
COc1ccc(NC(=O)CNc2ccc(C#N)cc2)cc1,1,0,0.0,6,-4,0.4,-2,4,-14
COc1ccc(/C=C(\NC(=O)c2ccccc2)C(=O)N2CCN(C)CC2)cc1,-1,-3,-0.1,5,-5,0.7,4,0,11
CCOC(=O)C1=C(C)NC2=C(C(=O)C(C(=O)OCC)C(c3ccccc3OC)C2)C1c1ccccn1 (configuration not stated),2,-4,0.0,2,5,-1.9,9,23,3
CCOC(=O)c1ccc(NC(=O)CCOc2ccccc2)cc1,3,-5,-0.1,10,-2,2.5,-1,-6,25
Cc1[nH]c(=O)c(C#N)c(C)c1CCC(=O)NCc1cccc(C(F)(F)F)c1,6,2,0.1,7,-2,3.3,-11,4,3
CCN(CCCCCN(C)C)Cc1cc2ccccc2o1,-3,-3,0.2,-4,3,-0.4,-5,20,-4

# More entries.
SMILES,PP1 counter,TPT1 inh,Efflux pump inh,LYPLA2 counter,CTSL1 counter,PP5 primary,core dimer inh,PREPL inhibitor,JMJD2C inh
C/C(=N\NC(=O)c1ccc(CSc2nncn2C)cc1)c1ccc(C#N)cc1,-2,2,0.0,1,-4,-0.3,-8,-1,-7
N#Cc1ccc(Oc2cccc3cccnc23)c([N+](=O)[O-])c1,0,-38,-0.1,7,9,1.0,-9,12,-29
O=C(CNC(=O)c1cccc(Br)c1)N/N=C/c1cccnc1,-5,0,0.0,-3,-2,-1.7,3,-5,0
COc1ccc(C(=O)NCC(=O)OCC(=O)c2cc(OC)c(OC)c(OC)c2)cc1OC,-4,-1,0.0,2,-25,2.1,-9,10,13
O=C(Cc1ccsc1)N1CCN(S(=O)(=O)c2cc(C(F)(F)F)cc(C(F)(F)F)c2)CC1,2,-1,0.0,-1,-1,2.8,-6,-5,17
O=C(O)C1CCCCC1C(=O)Nc1ccc(F)c(F)c1 (configuration not stated),-1,2,0.2,2,-1,1.1,-4,12,-12
c1ccc(-c2ccc(C3=Nn4c(nnc4-c4cccs4)SC3)cc2)cc1,14,-1,0.1,-12,2,1.9,25,-48,-4
COc1cc(C(=O)NNC(=O)COc2ccccc2Cl)ccc1OCC(=O)N1CCOCC1,-1,nt,0.1,7,nt,-1.9,nt,2,2
COc1ccccc1NS(=O)(=O)c1cccc(C(=O)N/N=C(\C)c2ccc3c(c2)OCCO3)c1,-3,-5,0.3,1,-2,-0.2,2,6,-14
COc1ccc(S(=O)(=O)N2CCN(CC(=O)N3CCc4ccccc4C3)CC2)cc1OC,-4,nt,0.1,0,nt,-2.3,nt,16,-5
